# Screening results (PubChem)
# TRPC6 act: mouse TRPC6 channel activators, primary screen, cell-based, HEK293, membrane potential dye; Short transient receptor potential channel 6 (Mus musculus), Q61143; HEK293-TRPC6 membrane potential dye fluorescence; hits give high values; B-score at 10 µM; 310,000 tested, 0.13% active; AID 2550, 2010;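 active means B-score of the integrated fluorescence ratio above library mean plus 3 SD, and starting fluorescence ratio within library mean plus 5 SD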;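 further: higher score means more depolarization so channel activation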
# HIF act: HIF pathway transcriptional activators, primary screen, cell-based, U2OS HRE-luciferase, luminescence; U2OS HRE-luciferase reporter; normalized: DMSO 0%, desferrioxamine 100%; activation, % at 7.5 µM (by protocol); 300,000 tested, 0.32% active; AID 1910, 2009;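 active means mean activation of at least 10% of the iron chelator positive control signal, with at least half of replicates also reaching 10%; inconclusive means mean and replicate majority disagree about reaching 10%; inactive means mean and most replicates under 10%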
# MrgX1 antag: antagonists of human MrgX1 receptor, primary screen, HEK293 cells, Fluo-4 calcium flux | Mas-related G-protein coupled receptor member X1 (Homo sapiens), Q96LB2 | BAM8-22 antagonism; hits give low values | B-score at 10 µM | 310,000 tested, 1.3% active | AID 588676, 2011;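 active means calcium-response B-score plate-corrected more than 3 library SD below zero, starting fluorescence within 5 deviations, no agonist response on first addition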;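 further: peak minus trough fluorescence over baseline after final BAM8-22 challenge near maximal dose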
# TRPC4 act: activators of mouse TRPC4 channel, primary screen, Fluo4 calcium, HEK293 TRPC4beta/mu-opioid cells. Short transient receptor potential channel 4 (Mus musculus), Q9QUQ5. Fluo4 calcium fluorescence; hits give high values. B-score at 10 µM. 310,000 tested, 0.49% active. AID 2237, 2010;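 active means B-score above 5 SD of library B-scores, and initial fluorescence ratio not above library mean plus 5 SD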;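 further: positive B-score marks a calcium rise read as TRPC4 activation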
# Target sequence (Q9QUQ5 whole entry, looked up): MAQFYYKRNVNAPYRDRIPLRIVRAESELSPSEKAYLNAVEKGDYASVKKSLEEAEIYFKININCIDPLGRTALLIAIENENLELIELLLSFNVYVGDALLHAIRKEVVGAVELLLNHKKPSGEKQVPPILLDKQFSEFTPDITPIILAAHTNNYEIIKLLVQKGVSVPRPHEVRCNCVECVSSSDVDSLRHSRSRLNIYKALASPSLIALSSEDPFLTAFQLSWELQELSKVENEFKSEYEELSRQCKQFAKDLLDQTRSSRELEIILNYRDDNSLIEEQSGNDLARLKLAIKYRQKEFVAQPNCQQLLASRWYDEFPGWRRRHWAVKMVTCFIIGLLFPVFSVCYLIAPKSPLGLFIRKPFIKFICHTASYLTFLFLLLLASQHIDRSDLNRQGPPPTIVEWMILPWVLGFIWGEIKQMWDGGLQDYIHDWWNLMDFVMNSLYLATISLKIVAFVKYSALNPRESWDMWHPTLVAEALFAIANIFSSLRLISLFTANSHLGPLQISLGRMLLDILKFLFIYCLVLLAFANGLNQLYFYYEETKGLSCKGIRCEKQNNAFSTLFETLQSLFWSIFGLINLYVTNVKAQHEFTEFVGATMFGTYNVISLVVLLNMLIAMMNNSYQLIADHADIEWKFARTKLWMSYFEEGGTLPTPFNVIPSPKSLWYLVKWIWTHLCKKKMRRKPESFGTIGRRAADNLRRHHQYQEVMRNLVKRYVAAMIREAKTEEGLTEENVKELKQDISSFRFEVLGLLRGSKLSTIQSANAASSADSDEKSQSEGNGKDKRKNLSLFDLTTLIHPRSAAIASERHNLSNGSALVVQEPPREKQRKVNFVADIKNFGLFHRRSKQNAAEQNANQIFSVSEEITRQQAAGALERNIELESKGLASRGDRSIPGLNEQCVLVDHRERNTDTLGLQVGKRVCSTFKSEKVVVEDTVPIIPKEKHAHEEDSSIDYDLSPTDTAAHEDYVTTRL
#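 System: HEK293 cells stably co-expressing mouse TRPC4beta and mu-opioid receptor; Schedule: Fluo4 dye loading 45 min at room temperature, 110 s recording; Detection: Fluo4 fluorescence, kinetic; Evaluation: B-scored integrated calcium fluorescence ratio; Controls: buffer (low) and maximal DAMGO (high).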
# TRPC4 PAM: positive allosteric modulators of TRPC4, primary screen, cell-based, mouse TRPC4beta, HEK293 mu-opioid, Fluo-4 calcium. Short transient receptor potential channel 4 (Mus musculus), Q9QUQ5. DAMGO EC20, Fluo-4 Ca2+ flux; hits give high values. B-score at 10 µM. 310,000 tested, 0.42% active. AID 2227, 2009;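 active means B-score of calcium response area above 5 SD of library B-scores, with initial fluorescence ratio within 5 SD of library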;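 further: B-score of integrated fluorescence ratio over time as area under calcium response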
# aSyn UTR inh: MLPCN primary screen, SNCA 5' untranslated region. inhibition, % (tested at 7.5 µM). alpha-synuclein 5'UTR reporter, inhibitor activity. 300,000 tested, 0.82% active; in the data active means inhibition above about 60%; inconclusive means no clear call, values can overlap the other calls;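 further: H4 neuroglioblastoma cells stably carrying SNCA 5'UTR luciferase fusion; 0% = DMSO wells and 100% = positive control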
# TRPC4 inh: inhibitors of mouse TRPC4 channel, primary screen, Fluo4 calcium, HEK293 TRPC4beta/mu-opioid cells; Short transient receptor potential channel 4 (Mus musculus), Q9QUQ5; DAMGO-evoked Fluo4 calcium flux; hits give low values; B-score at 10 µM; 300,000 tested, 0.39% active;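 active means B-score over 3 SD under the library average, no early fluorescence shift, positive overall ratio signal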
#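 Test system – stable TRPC4beta/mu-opioid receptor HEK293 cells · Probe or stimulus – DAMGO, a submaximal dose followed by a maximal one · Dosing – one concentration per compound · Signal – Fluo4 calcium fluorescence by kinetic imaging, 5 s 1 Hz baseline · Evaluation – per-well B score of integrated baseline-normalized Fluo4 ratio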
# TRPC6 inhibitor: mouse TRPC6 channel inhibitors, primary screen, cell-based, HEK293, membrane potential dye | B-score at 10 µM | 310,000 tested, 1.1% active | ACh-evoked depolarization; hits give low values | Short transient receptor potential channel 6 (Mus musculus), Q61143;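 active means B-score under library mean minus 3 SD, initial fluorescence not abnormally high, positive integrated signal ratio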;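 further: B-score derived from integrated fluorescence ratio over the kinetic read; more negative B-score means stronger inhibition of depolarization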
# SKKanGAS inh: S. pyogenes SKKanGAS growth inhibitors in kanamycin, primary screen, streptokinase expression inhibitor project, SKKanGAS strain, BacTiter-Glo luminescence. 6 h. inhibition, % at 7.5 µM. 300,000 tested, 1.3% active;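 active means mean replicate score, as percent of positive control median, at least 50; inconclusive means mean below 50 but one replicate at or above 50; inactive means mean and every replicate below 50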;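 further: strain carries kanamycin resistance gene driven by streptokinase promoter and grows in 40 µg/ml kanamycin; loss of luminescence reflects streptokinase promoter inhibition or plain growth inhibition; 0% = median of DMSO wells and 100% = positive control at its reference dose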
# KLF5 inhibitor: KLF5 expression inhibitors, primary screen, DLD-1 cells, luminescence; DLD-1 KLF5 promoter-luciferase reporter; 290,000 tested, 0.23% active; inhibition, % at 5 µM; AID 1700, 2009;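 active means inhibition above a per-plate limit of that plate's mean compound inhibition plus 3 SD, cut at about 60% in these data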;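 further: 0% = DMSO wells and 100% = LY294002 at 200 µM; higher means less KLF5 promoter-driven luciferase light; inactives centre near -14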
# IEC-6 tox: cytotoxicity in IEC-6 intestinal epithelial cells, primary screen, cytotoxicity control for KLF5 inhibitor project, cell-based, luminescence. IEC-6 cytotoxicity, luminescence viability. AID 1825, 2009. 290,000 tested, 0.78% active. inhibition, % at 5 µM; in the data active means inhibition above about 22%;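 further: 0% = plate median of test compound wells and 100% = cytotoxic reference compound wells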
# The depositor's hits bear a star; i = inactive; ? = inconclusive; . = not tested or not shown.
# Every second line gives: TRPC6 act	HIF act	MrgX1 antag	TRPC4 act	TRPC4 PAM	aSyn UTR inh	TRPC4 inh	TRPC6 inhibitor	SKKanGAS inh	KLF5 inhibitor	IEC-6 tox
CN(C)c1ccc(C(=O)c2ccc(N(C)C)c(N)c2)cc1N
→ i	3.6	i	i	i	-74	i	i	-1	-12	4
CCN(CC)S(=O)(=O)c1ccc(N2CCOCC2)c(NC(=O)c2ccc(NC(C)=O)cc2)c1
→ i	-0.1	i	i	i	6	i	i	-3	-14	5
O=C(N/N=C/c1cnc(N2CCOCC2)s1)c1ccccc1
→ i	1.1	i	i	i	-12	i	i	-21	-79	1
CCOc1ccc(CCNC(=O)c2[nH]c(C)c(C(C)=O)c2CC)cc1OCC
→ i	0.2	i	i	i	6	i	i	-3	-26	7
Cc1ccccc1NC(=O)Cn1c(=O)n(CC2CCCO2)c(=O)c2ccccc21 (stereo unspecified)
→ i	0.8	i	i	i	8	i	i	-12	-6	0
CC1CCCCN1S(=O)(=O)c1ccc2[nH]c(=O)cc(C(=O)NCCCN3CCCCCC3)c2c1 (stereo unspecified)
→ i	0.0	i	i	i	19	i	i	-5	-18	-12
COc1ccc(OC)c(NC(=O)c2cc3oc4ccccc4c3cc2O)c1
→ i	1.2	i	i	i	-21	i	i	-1	-40	-3
O=C(CN1CCN(c2ccccc2F)CC1)N1N=CCC1c1ccccc1 (stereo unspecified)
→ i	-0.4	i	i	i	9	i	i	1	-27	0
CCC(C(=O)OCC(=O)Nc1ccc2[nH]c(=O)[nH]c2c1)c1ccccc1 (stereo unspecified)
→ i	0.6	i	i	i	20	i	i	-1	.	.
COc1cccc(-c2nnc(SCc3ccc(C#N)cc3)n2Cc2ccco2)c1
→ i	-0.9	i	i	i	?	i	i	-10	-8	-3
COc1ccc(-c2nc3c(c(SCC(=O)N4CCOCC4)n2)Cc2c(CO)cnc(C)c2O3)cc1
→ i	-0.5	i	i	i	-16	i	i	12	-7	-5
O=C(Nc1cccnc1)C1CCN(S(=O)(=O)c2cccc3nonc23)CC1
→ i	-0.4	i	i	i	9	i	i	-6	-11	-2
COC(=O)c1ccc(CS(=O)(=O)c2ccc(C)cc2)cc1
→ i	0.1	i	i	i	-7	i	i	0	-18	6
O=C(CNCC1CCCO1)Nc1ccc([N+](=O)[O-])cc1C(=O)Nc1ccccc1F (stereo unspecified)
→ i	-1.7	i	i	i	19	i	i	0	-42	2
O=C(Nc1ncc2c(n1)-c1ccccc1CC2)c1cccc(Cl)c1
→ i	0.9	i	i	i	6	i	i	-14	-6	16
CCCCOc1ccc(C(=O)O)cc1
→ i	-0.1	i	i	i	11	i	i	1	4	1
CS(=O)(=O)N1N=C(c2cccs2)CC1c1ccc(Cl)o1 (stereo unspecified)
→ i	0.5	i	i	i	-37	i	i	4	-46	-2
CCc1ccc(C2CC(=O)NC(SCC(=O)OC(C)C)=C2C#N)cc1 (stereo unspecified)
→ i	1.4	i	i	i	-60	i	i	-6	-46	-3
CC(=O)NC1C(OCCOc2ccc(Cl)cc2Cl)OC(COC(C)=O)C(OC(C)=O)C1OC(C)=O (stereo unspecified)
→ i	-0.2	i	i	i	4	i	i	1	-10	4
CC(C)CCNC(=O)NC(=O)CSc1nnc2ccccn12
→ i	0.0	i	i	i	5	i	i	-2	0	1

# 6 structures from above, sorted by number of heavy atoms, largest number first:
# Every second line gives: TRPC6 act	HIF act	MrgX1 antag	TRPC4 act	TRPC4 PAM	aSyn UTR inh	TRPC4 inh	TRPC6 inhibitor	SKKanGAS inh	KLF5 inhibitor	IEC-6 tox
CC(=O)NC1C(OCCOc2ccc(Cl)cc2Cl)OC(COC(C)=O)C(OC(C)=O)C1OC(C)=O (stereo unspecified)
→ i	-0.2	i	i	i	4	i	i	1	-10	4
Cc1ccccc1NC(=O)Cn1c(=O)n(CC2CCCO2)c(=O)c2ccccc21 (stereo unspecified)
→ i	0.8	i	i	i	8	i	i	-12	-6	0
COc1ccc(OC)c(NC(=O)c2cc3oc4ccccc4c3cc2O)c1
→ i	1.2	i	i	i	-21	i	i	-1	-40	-3
COC(=O)c1ccc(CS(=O)(=O)c2ccc(C)cc2)cc1
→ i	0.1	i	i	i	-7	i	i	0	-18	6
CS(=O)(=O)N1N=C(c2cccs2)CC1c1ccc(Cl)o1 (stereo unspecified)
→ i	0.5	i	i	i	-37	i	i	4	-46	-2
CCCCOc1ccc(C(=O)O)cc1
→ i	-0.1	i	i	i	11	i	i	1	4	1

# (listing goes on)
# Every second line gives: TRPC6 act	HIF act	MrgX1 antag	TRPC4 act	TRPC4 PAM	aSyn UTR inh	TRPC4 inh	TRPC6 inhibitor	SKKanGAS inh	KLF5 inhibitor	IEC-6 tox
Cc1cc(C(=O)CN2C(=O)C(=O)N(C)C2=O)c(C)n1-c1cccc(S(=O)(=O)N2CCOCC2)c1
→ i	1.4	i	i	i	6	i	i	-3	-10	2
CCCn1c(SCC(=O)Nc2nccs2)nnc1-c1cccnc1
→ i	-1.3	i	i	i	3	i	i	5	-18	2
Cc1csc(NC(=O)CSC2=NCCS2)n1
→ i	0.0	i	i	i	-38	i	i	-1	-7	4
Cn1c(=O)c2[nH]c(N3CCN(c4cccc(O)c4)CC3)nc2n(C)c1=O
→ i	-0.4	i	i	i	-6	i	i	3	-22	3
O=c1[nH]c(SCc2nc3ccccc3c(=O)n2-c2ccccc2C(F)(F)F)nc2ccccc12
→ i	.	i	i	i	26	i	i	8	19	1
CNC(=S)N(CCN(C)C)Cc1cc2cc3c(cc2[nH]c1=O)OCO3
→ i	0.4	i	i	i	-5	i	i	-3	-18	6
NCCCCCc1nnc(SCc2cccc(Cl)c2)o1
→ i	-1.0	i	i	i	5	i	-6.8*	-1	5	-3
O=c1cc(-c2ccccc2)[nH]c2cc(Cl)ccc12
→ i	0.9	i	i	i	104*	i	i	6	61	57*
COc1ccccc1NS(=O)(=O)c1ccc2oc(SCc3ccc(C#N)cc3)nc2c1
→ i	0.1	i	i	i	8	i	i	6	-21	0
N#Cc1c(-c2ccc(Cl)cc2)c(C#N)c(=O)n(N)c1N
→ i	-0.4	i	i	i	10	i	i	-6	3	0
O=C(O)CSc1c(-c2ccccc2)[nH]c2ccccc12
→ i	0.0	i	i	i	-35	i	i	-6	-26	-6
O=C(c1ccccc1SCc1ccccc1)N1CCCCCC1
→ i	-0.2	i	i	i	17	i	i	5	-13	0
COCCCNC(=O)c1cc(C)nc2ccc(F)cc12
→ i	0.3	i	i	i	-22	i	i	-3	-2	-2
Nc1c(-c2ccc(F)cc2)cnc2ncnn12
→ i	0.0	i	i	i	2	i	i	1	-17	-7
CC(C)(C)n1nc2c(c1NC(=O)COc1ccc(Cl)cc1)CS(=O)(=O)C2
→ i	-0.2	i	i	i	26	i	i	-4	-13	0
OC(COc1ccc2c(c1)CCC2)CN1CCN(c2cccc(Cl)c2)CC1 (stereo unspecified)
→ i	1.7	i	i	i	1	i	i	20	-15	-4
CC(C)(C)c1nc(NCC2CCCO2)c2nnn(Cc3ccccc3)c2n1 (stereo unspecified)
→ i	-0.3	i	i	i	11	i	i	5	-13	1
ON=C1CCN(c2ncc(C(F)(F)F)cc2Cl)CC1
→ i	-0.8	i	i	i	-10	i	i	0	-3	0
Cc1ccccc1P(=O)(CO)c1ccccc1C
→ i	-0.1	i	i	i	14	i	i	-3	-17	2
COCCCN1C(=O)CS/C1=N\S(=O)(=O)c1ccccc1
→ i	-0.1	i	i	i	0	i	i	-2	-12	0
CSCC(=O)N1CCCC(N2CCN(c3ccc(F)cc3)CC2)C1 (stereo unspecified)
→ i	0.5	i	i	i	0	i	i	2	-46	1
COc1cccc(C(=O)NCCCn2ccnc2)c1
→ i	0.1	i	i	i	-12	i	i	-12	4	7
COc1cc2c(cc1OC)CN(CC(=O)Nc1ccccc1C(=O)NCc1ccccc1)CC2
→ i	0.0	i	i	i	24	i	i	-4	8	-2
COc1cc(NC(=O)c2nccnc2N)cc(C(=O)Nc2cccc(C(F)(F)F)c2)c1
→ i	2.7	i	i	i	-6	i	i	17	.	.
Cc1ccc(S(=O)(=O)NCCCN2CCCC2)cc1
→ i	-0.2	i	i	i	-11	i	i	-2	9	5
CCOc1ccc(-n2nnnc2-c2nc3ccccc3s2)cc1
→ i	-0.4	i	i	i	-49	i	i	0	-31	-2
Cc1ccc(N(C(=O)C2CCCC2)C2C=CS(=O)(=O)C2)cc1 (stereo unspecified)
→ i	-0.3	i	i	i	10	i	i	8	-3	-3
COc1ccc(CCN(C)C(=O)c2cc(-c3ccccc3)nc3ccccc23)cc1OC
→ i	0.6	i	i	i	9	i	i	1	-17	0
CCc1ccc(NC(=O)CS(=O)CC(=O)N2CCN(c3ccccc3F)CC2)cc1 (stereo unspecified)
→ i	0.4	i	i	i	15	i	i	-5	1	5
CC(=O)NC(=S)Nc1ccc2oc(=O)ccc2c1
→ i	0.7	i	i	i	-18	i	i	-2	5	4
Cc1nc(C)n(CC(=O)N2CCCC(C(=O)c3cccc4ccccc34)C2)n1 (stereo unspecified)
→ i	0.5	i	i	i	-12	i	i	1	-11	-6
Nc1cc(=O)[nH]c(SCCSc2ccccc2)n1
→ i	0.6	i	i	i	46	i	i	-5	6	-10

# Random draw from the library; any-hit rate near 5.8%.
